Mtb BioA inh = blocks M. tuberculosis BioA enzyme activity | purified M. tuberculosis BioA enzyme, plate reader | inhibition, % at 9.99 µM | 0.096% of 360,000 active | AID 602481; in the data active = inhibition above about 40%; inconclusive = no clear call, values can overlap the other calls
FBA Mtb inh = Mtb fructose-bisphosphate aldolase inhibition; P9WQA3; purified M. tuberculosis FBA, fluorescence read-out; inhibition, % at 1 µM; 2.3% of 360,000 active; in the data active = inhibition above about 27%;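 note: 0% = vehicle and 100% = reference inhibitor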
Target sequence (P9WQA3 whole entry, looked up): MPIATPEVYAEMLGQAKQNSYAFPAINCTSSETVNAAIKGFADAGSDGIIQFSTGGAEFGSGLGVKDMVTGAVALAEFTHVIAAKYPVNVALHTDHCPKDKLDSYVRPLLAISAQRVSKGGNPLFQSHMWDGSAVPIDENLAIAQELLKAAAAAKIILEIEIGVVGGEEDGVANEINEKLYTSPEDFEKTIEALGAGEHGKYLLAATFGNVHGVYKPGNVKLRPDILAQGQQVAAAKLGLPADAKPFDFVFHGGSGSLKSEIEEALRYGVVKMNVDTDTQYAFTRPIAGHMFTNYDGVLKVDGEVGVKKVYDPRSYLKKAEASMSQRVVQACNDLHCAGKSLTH
Rv3671c protease = inhibitors of M. tuberculosis serine protease Rv3671c. P9WHR9. inhibition, % at 5.96 µM. 0.048% of 320,000 active. AID 2606; in the data active = inhibition above about 38%;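 note: extracellular domain of Rv3671c used as enzyme; 0% = enzyme with DMSO and 100% = no enzyme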
Target sequence (P9WHR9 whole entry, looked up, the tested form may be a part): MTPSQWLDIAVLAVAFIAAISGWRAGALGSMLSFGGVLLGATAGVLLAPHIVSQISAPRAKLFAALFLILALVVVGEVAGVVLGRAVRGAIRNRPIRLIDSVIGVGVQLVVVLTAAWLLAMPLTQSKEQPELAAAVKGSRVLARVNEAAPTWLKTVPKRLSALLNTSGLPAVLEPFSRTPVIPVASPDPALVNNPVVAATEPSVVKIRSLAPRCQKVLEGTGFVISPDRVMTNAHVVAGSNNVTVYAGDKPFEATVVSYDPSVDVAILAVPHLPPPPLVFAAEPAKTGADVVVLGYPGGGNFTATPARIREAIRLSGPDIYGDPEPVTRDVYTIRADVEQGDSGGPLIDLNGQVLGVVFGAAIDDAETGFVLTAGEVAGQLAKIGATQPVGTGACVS
MazEF act = increases E. coli MazEF RNase cleavage of RNA; 0.32% of 350,000 active; AID 504720; FAM/BHQ RNA-DNA oligo cleavage fluorescence, 5 h; P0AE70; activation, % at 20 µM; in the data active = activation above about 50%
Target sequence (P0AE70 whole entry, looked up): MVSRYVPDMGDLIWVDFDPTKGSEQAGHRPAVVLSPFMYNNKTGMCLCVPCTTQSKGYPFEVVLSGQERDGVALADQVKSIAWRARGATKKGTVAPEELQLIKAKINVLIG
PrPC surface inh = reduces human prion protein on the cell surface | P04156 | cell surface PrPC, TR-FRET read-out | inhibition, % at 13.8 µM | 0.43% of 370,000 active; in the data active = inhibition above about 24%; note: 0% = median of the test wells and 100% = reference compound wells
BoNT F protease = inhibitors of Botulinum neurotoxin F light chain protease; Multiplex microsphere protease cleavage assay, flow cytometry; inhibition, % at 10 µM; 0.22% of 360,000 active; AID 588497; in the data active = inhibition above about 35%, passing the limit was not always enough; inconclusive = no clear call, values can overlap the other calls; note: plate controls were buffer without enzyme for full effect and enzyme alone for no effect
FadD28 binding = inhibitors of Mycobacterium tuberculosis FadD28 bisubstrate binding | AID 588549 | FadD28 bisubstrate probe binding, fluorescence polarization | inhibition, % at 12.5 µM | 0.22% of 360,000 active; in the data active = inhibition above about 8.5%, passing the limit was not always enough; inconclusive = no clear call, values can overlap the other calls
GDH-TPI inh = GDH-TPI coupled enzyme inhibition counter-screen. inhibition, % at 4.8 µM. GDH-TPI coupled enzyme counterscreen, NADH absorbance. 1.2% of 360,000 active; in the data active = inhibition above about 30%;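 note: 0% = DMSO wells and 100% = wells lacking the enzyme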
UGM FP inh = inhibitors of M. tuberculosis UDP-galactopyranose mutase. P9WIQ1. purified UGM, fluorescence polarization probe displacement. 0.06% of 320,000 active. inhibition, % at 10 µM; in the data active = inhibition above about 10%, passing the limit was not always enough; inconclusive = no clear call, values can overlap the other calls
The depositor's hits bear a star; ? = inconclusive; . = not tested or not shown.

SMILES	Mtb BioA inh	FBA Mtb inh	Rv3671c protease	MazEF act	PrPC surface inh	BoNT F protease	FadD28 binding	GDH-TPI inh	UGM FP inh
COCCCN1C(=O)C(=O)/C(=C(/O)c2ccc(OCC(C)C)cc2)C1c1cccnc1 (stereo unspecified)	.	2	-1	4	6	-2	-1.8	2	0.9
Cc1ccc(Br)cc1S(=O)(=O)Nc1cccnc1	-0.5	1	.	4	2	19	-1.3	21	-0.3
Cc1ccc(CN2CCN(CCCn3cnc4c(OCc5ccccc5)ncnc43)CC2)cc1	1.3	2	.	4	-7	-6	-2.5	11	.
CCN(CC(=O)Nc1c(F)cccc1F)C(=O)c1nc2nc(C)cc(C)n2n1	.	-1	.	-6	2	-20	0.6	4	.
COc1cc(NC(=S)NCc2cccnc2)cc(OC)c1OC	.	-3	-5	3	-1	1	-1.1	-2	0.9
CCN(C(=O)CSc1nnc(COc2ccccc2F)n1N)c1c(N)n(Cc2ccccc2)c(=O)[nH]c1=O	1.5	4	.	-1	10	0	-2.7	7	.
Cc1ccc2oc(C(=O)NCC(c3ccco3)N3CCCC3)c(C)c2c1 (stereo unspecified)	-2.4	6	1	-4	5	1	-4.0	7	-2.4
Cc1ccc2nc(SC(C)C(=O)N3CCCCC3)[nH]c2c1 (stereo unspecified)	-1.2	2	5	6	9	-4	1.0	1	-4.5
O=C(/C=C/c1ccc(Br)cc1)NC(=O)c1ccccc1O	1.1	-1	-8	12	5	-3	-3.2	10	3.2
Cc1cc(C)n(C2CCCCC2OC(=O)c2ccccc2)n1 (stereo unspecified)	0.0	-1	-1	2	2	-13	-2.7	1	-1.9
CN(C(=O)c1cccc(NC(=O)Cc2ccc(NC(=O)C3CCCN(C(=O)C4CCC4)C3)cc2)c1)C1CCC1 (stereo unspecified)	1.1	2	.	11	-7	2	-1.6	-10	.
COc1ccccc1N1CCN(C(=O)Cn2ncc3c([nH]c4ccccc43)c2=O)CC1	0.5	6	-4	-9	3	6	-5.9	-2	0.9
N#Cc1ccsc1NC(=O)COc1ccc(-c2nnco2)cc1	-1.0	1	-7	-1	3	-11	0.4	8	4.0
O=C(O)Cc1ccc(Nc2cnn(C34CC5CC(CC(CC(=O)O)(C5)C3)C4)c(=O)c2Cl)cc1	-0.6	0	1	3	4	-1	-1.0	51*	0.5
CCC(C)(C(=O)NC1CCCC1)N(CC1CCCO1)C(=O)c1ccc2c(c1)OCO2 (stereo unspecified)	.	0	-2	8	1	1	-0.7	-3	0.2

Exported with two lines to a compound: five of the compounds above
Under each structure: Mtb BioA inh	FBA Mtb inh	Rv3671c protease	MazEF act	PrPC surface inh	BoNT F protease	FadD28 binding	GDH-TPI inh	UGM FP inh
COCCCN1C(=O)C(=O)/C(=C(/O)c2ccc(OCC(C)C)cc2)C1c1cccnc1 (stereo unspecified)
    .	2	-1	4	6	-2	-1.8	2	0.9
COc1cc(NC(=S)NCc2cccnc2)cc(OC)c1OC
    .	-3	-5	3	-1	1	-1.1	-2	0.9
COc1ccccc1N1CCN(C(=O)Cn2ncc3c([nH]c4ccccc43)c2=O)CC1
    0.5	6	-4	-9	3	6	-5.9	-2	0.9
CN(C(=O)c1cccc(NC(=O)Cc2ccc(NC(=O)C3CCCN(C(=O)C4CCC4)C3)cc2)c1)C1CCC1 (stereo unspecified)
    1.1	2	.	11	-7	2	-1.6	-10	.
Cc1ccc(Br)cc1S(=O)(=O)Nc1cccnc1
    -0.5	1	.	4	2	19	-1.3	21	-0.3

(next part)
SMILES	Mtb BioA inh	FBA Mtb inh	Rv3671c protease	MazEF act	PrPC surface inh	BoNT F protease	FadD28 binding	GDH-TPI inh	UGM FP inh
COc1ccc(N2CCN(c3cncc(C)n3)CC2)cc1	-0.9	7	.	.	6	0	0.8	9	.
O=C(NC1CCCc2ccccc21)C1CCN(c2nnc(-n3cccc3)s2)CC1 (stereo unspecified)	-0.5	-2	-1	-21	-3	3	-3.9	14	-0.5
CSc1ccccc1NC(=O)CN1CC(C)OC(C)C1 (stereo unspecified)	.	1	1	0	-18	1	0.6	1	-2.9
O=S(=O)(c1ccc(N2CCCC2)nc1)N1CCCC1	0.3	0	6	-4	-4	1	-0.1	-1	-1.5
COc1ccc2c(c1)CC/C(=C\c1ccc(C)o1)C2=O	4.1	2	-7	-10	5	?	-0.2	13	-3.4
COCCNC(=O)CSc1nc2ccccc2c(=O)n1CCC(=O)NCCc1ccc(OC)c(OC)c1	.	0	4	5	-3	-2	-4.3	-11	1.0
CCCCCCSc1cc(C)nc2ncnn12	1.5	3	-1	2	-5	-19	-1.3	4	-0.5
Cc1ccc(C(=O)N/C(=C/c2ccc(-c3cccc([N+](=O)[O-])c3)o2)C(=O)NC(C)C)cc1	.	-3	2	5	-5	4	-1.0	49*	1.8
COCOc1cccc(CN2CCC2(C)C(=O)Nc2ccc(C)c(O)c2)c1 (stereo unspecified)	-0.8	0	.	.	5	-1	-4.2	-3	.
CCc1nnc(NC(=O)C2CC(=O)N(CCc3ccc(F)cc3)C2)s1 (stereo unspecified)	2.4	0	2	-13	-2	-16	-4.3	-10	3.5
COc1ccc(CCNC(=O)c2noc(C(C)C)c2[N+](=O)[O-])cc1OC	-0.2	0	-4	-13	-2	5	1.1	5	3.5
Cc1ccccc1Cn1nnc2c1C(=O)c1ccccc1C2=O	1.1	4	-12	12	-5	-5	-0.4	2	-0.1
CC(C)Oc1ccc(C(=O)NC2(C(F)(F)F)NC(=O)N(CCCc3ccccc3)C2=O)cc1 (stereo unspecified)	0.5	-4	-1	0	-1	-20	-2.4	4	-2.2
CC(C)(C)NC(=O)C1CCC(CNc2c(N3CCCCC3)c(=O)c2=O)CC1 (stereo unspecified)	-2.8	-5	-1	-5	1	-3	-0.7	12	-0.4
Cc1ccc(N2C(=O)C(F)(F)C2c2ccccc2)cc1 (stereo unspecified)	-0.3	-1	1	-1	7	-4	0.8	0	-1.9
CC(=O)NN=C1CCC(c2ccccc2)CC1 (stereo unspecified)	0.5	-2	2	-4	1	-6	-0.2	-3	-0.7
CC1=NN(c2ccccc2)C(=O)/C1=C/c1ccc[nH]1	-0.5	-12	-3	2	-6	-6	0.3	2	0.1
CCSc1ccccc1C(=O)N=C1NC(=O)CC2C(=O)NCCN12 (stereo unspecified)	.	-1	4	2	2	-1	-0.7	3	-6.9
CCC1CN(C(=O)N2CCC(C(=O)NCc3ccco3)CC2)c2ccccc2O1 (stereo unspecified)	-0.6	1	0	6	-4	-2	-5.0	10	-1.8
COC(=O)Nc1ccc(S(=O)(=O)N2CCC(C(=O)N3CCCC(C)C3)CC2)cc1 (stereo unspecified)	1.1	1	1	-1	7	-7	-0.2	-1	-1.0
CCOC(=O)[C@H]1[C@H]2COc3ccc(C)cc3[C@@H]2N2C(=O)CN(CC3CCCO3)C(=O)[C@@]12C (stereo partly specified)	-0.3	3	-3	1	5	-1	-0.5	5	-1.6
C/C=C\C=C/C(=O)Nc1cccc(C2=NOC3(C2)C[C@H](C(N)=O)N(C(=O)c2ccc(OC)cc2)C3)c1 (stereo partly specified)	0.2	0	-26	3	-4	6	-4.6	10	0.5
CCN1CCN(c2nc3c(c(=O)n(C)c(=O)n3C)n2Cc2cccc3ccccc23)CC1	.	2	1	3	0	-8	-0.7	10	-1.5
O=C1c2ccccc2C(=O)N1c1ccc(S(=O)(=O)N2CCN(c3ccccc3)CC2)cc1	0.1	2	5	6	-1	1	-2.3	-10	-3.0
COc1cc(NC(=O)[C@H]2CCCN2S(=O)(=O)c2cccc3cccnc23)cc(OC)c1OC	-0.1	2	0	0	8	0	-0.2	7	-1.6
c1ccc(COc2ccc(-c3csnn3)cc2)cc1	-0.4	-4	-11	-3	.	0	-0.4	-1	-1.8
O=c1[nH]c2ccccc2n1C1CCN(C(c2ccnc3ccccc23)c2nnnn2Cc2ccccc2)CC1 (stereo unspecified)	-0.8	5	.	.	0	-12	-2.3	.	.
COC(=O)c1scc(C)c1NC(=O)CC1NCCNC1=O (stereo unspecified)	-0.5	-3	6	5	-3	.	-4.3	6	2.2
O=C1CN(C(=O)CSc2ccc(-c3ccc(F)cc3)nn2)c2ccccc2N1	.	0	-5	-9	-3	12	0.4	7	2.5
CC1Sc2ccc(C(=O)Nc3ncccc3O)cc2NC1=O (stereo unspecified)	-0.8	1	-1	3	0	.	0.2	16	-0.7
O=C1C=C(c2ccccc2)CCC1	-1.1	4	0	8	3	-8	-1.0	8	-1.2
Cc1ccc2cc(CCNC(=O)CC(C)C)c(=O)[nH]c2c1	-0.6	2	3	3	-5	-4	-5.0	18	-1.2
CCC(Oc1ccccc1)C(=O)Nc1ccccc1C(=O)N1CCCCC1 (stereo unspecified)	1.3	-2	4	-1	-1	5	-4.0	7	1.5
CCN(CC)C(=O)C1=C(C)N(CCCOC)C(=O)C(CC(=O)NCC2CCCCC2)C1 (stereo unspecified)	0.3	2	.	2	-6	7	-2.2	1	.
CCCc1cc(=O)[nH]c(SCc2nc3ccc([N+](=O)[O-])cc3[nH]2)n1	.	-3	-8	5	0	-3	-3.3	5	3.0
Cc1ccsc1/C=N/n1cnnc1	-0.4	0	-7	6	8	.	-1.6	10	2.7
CCOc1ccc(N=Cc2c(O)n(-c3ccc(C)c(C)c3)c(=O)[nH]c2=O)cc1	-4.3	-1	-4	-2	-3	.	-1.1	14	3.4
Cc1ccc2[nH]c3c(c2c1)CN(C(=O)CN1CCCc2ccccc21)CC3	1.9	3	1	20	-14	-91	-5.7	6	2.5
Cc1cccc(OCc2nnc(-c3ccc(F)cc3)o2)c1	-0.1	-1	-7	5	0	1	-3.7	-3	-1.9
COC(=O)CN(C(=S)Nc1ccccc1)C1CC(=O)N(c2ccc(OC)cc2)C1=O (stereo unspecified)	.	0	-3	8	.	-1	-2.0	7	-0.3
Clc1ccc(OCCn2c(-c3ccco3)nc3ccccc32)cc1	-0.1	6	-7	2	11	.	-7.1	6	3.6
CN(c1ccccc1)S(=O)(=O)c1cccc(C(=O)NCCc2ccc(O)c(O)c2)c1	.	1	-7	-2	17	-2	-0.6	-2	0.6
COc1cc(NC(=O)CCCOc2ccc(Cl)cc2Cl)c(C(=O)O)cc1OC	1.1	1	2	7	-4	1	-1.3	13	-0.5
CC(C)(C)Nc1c(C2CCNCC2)nc2c(OCc3ccccc3)cccn12	6.0	2	.	.	0	-8	-0.5	.	.
Cc1cc(N2CCOCC2)nc2ccc(NC(=S)N3CCN(Cc4ccccc4)CC3)cc12	.	24	7	6	-5	-8	0.7	15	-5.2
NCc1ccc2[nH]c(=O)[nH]c2c1	0.8	0	4	-2	-3	-1	-2.0	-4	1.5
O=C(C1CCC(C(=O)N2CCc3ccccc32)CC1)N1CCc2ccccc21 (stereo unspecified)	-0.3	0	-8	-3	-2	-4	-1.5	10	1.0
Cc1noc(NS(=O)(=O)c2ccc(NC(=O)COc3ccc(C#N)cc3)cc2)c1C	.	0	-1	2	-6	-2	-0.2	8	5.9
CSCCC(NC(=O)COc1cccc2ccccc12)C(=O)O (stereo unspecified)	-2.1	3	4	0	-2	-6	-0.3	2	-1.1
Cc1[nH]c2ccc(C(=O)OCC(=O)NC3(C#N)CCCCC3)cc2c1C	0.7	1	10	1	-4	18	1.1	9	3.5
CC1CCN(c2nc(-c3cccnc3)nc3scc(-c4ccccc4)c23)CC1	.	1	6	-38	-1	-3	-2.0	2	0.1
Cc1cccn2c(=O)c(/C=C(\C#N)C(N)=O)c(Oc3ccccc3)nc12	0.9	14	3	0	4	?	-1.1	17	0.1
CC(C)NC(=O)COc1coc(CN2CCN(c3ccccc3)CC2)cc1=O	-2.0	1	-4	4	3	4	-0.7	-2	0.6
O=C(NCc1ccco1)c1cccc(S(=O)(=O)N2CCCCC2)c1	-1.4	-2	3	2	1	13	0.4	0	-0.2
CCOc1ccc(CN2CCN(C(=O)c3ccccc3)CC2)cc1	-6.5	12	6	-6	-11	-23	1.2	2	-0.5
CC(=O)C1=C(C)NC(SCC(N)=O)=C(C#N)C1c1sccc1C (stereo unspecified)	7.1	0	1	2	-14	4	-1.1	7	-2.6
COc1ccc(NC(=O)C2CCN(S(=O)(=O)c3ccc(Cl)c(C(F)(F)F)c3)CC2)cn1	1.6	-2	.	6	-1	0	-2.9	-1	.

Screening results: PubChem, several laboratories

Compounds were not picked by outcome; 4.8% or so of the library scored in one or more.
